EPAC1 ag – qHTS for Agonist of cAMP-regulated guanine nucleotide exchange factor 3 (EPAC1): primary screen; EPAC1 agonist qHTS, biochemical assay; response scale: 100% = response to 6.5 mM cAMP; Potency, µM (highest dose often 154 µM), inactives show top-dose activation, actives largely listed as activators; 0.073% of 360,000 active; AID 720707, 2013; also: potency is read from the fitted curve at half-maximal effect; nearly all actives have a fitted effect of over 60% in size
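Multi-concentration qHTS readout: loss of Rap1B-bound BODIPY-GDP fluorescence driven by 100 nM EPAC1 with excess GDP (50 uM), monitored kinetically at room temperature; agonist response expressed relative to 6.5 mM cAMP.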
PTHR1 agonist – qHTS for PTHR1 Agonists: Primary Screen; Parathyroid hormone/parathyroid hormone-related peptide receptor (Homo sapiens), Q03431; Potency, µM (doses to about 115 µM), for the others: at the highest dose activation, hits mostly activators; AID 743266, 2014; 0.075% of 410,000 active; HEK293 GP2 PTHR1 cells, GloSensor cAMP luminescence, 1 h; also: potency is read from the fitted curve at half-maximal effect; nearly all actives have a fitted effect of over 55% in size; some results filed as inactive show a strong effect at the top dose; inactives centre near -15; many of its hits are not listed in these tables
Target sequence (Q03431 whole entry, looked up): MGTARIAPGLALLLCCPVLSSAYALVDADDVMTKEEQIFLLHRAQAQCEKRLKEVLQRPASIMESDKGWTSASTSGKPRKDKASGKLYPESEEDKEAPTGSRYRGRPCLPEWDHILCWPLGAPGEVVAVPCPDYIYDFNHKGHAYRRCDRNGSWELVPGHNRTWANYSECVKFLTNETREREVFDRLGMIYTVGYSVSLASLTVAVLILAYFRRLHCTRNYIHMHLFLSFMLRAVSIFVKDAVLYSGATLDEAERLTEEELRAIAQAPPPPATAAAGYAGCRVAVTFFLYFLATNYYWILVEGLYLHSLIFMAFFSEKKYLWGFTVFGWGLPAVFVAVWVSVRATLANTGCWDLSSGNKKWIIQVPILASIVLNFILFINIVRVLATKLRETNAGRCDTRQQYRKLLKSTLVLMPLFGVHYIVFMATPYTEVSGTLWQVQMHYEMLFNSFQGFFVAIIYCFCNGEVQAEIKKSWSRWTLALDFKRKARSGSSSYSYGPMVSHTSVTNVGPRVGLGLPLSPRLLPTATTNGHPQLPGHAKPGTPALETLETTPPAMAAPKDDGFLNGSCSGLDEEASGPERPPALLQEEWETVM
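HEK-293-derived GP2 cells expressing PTHR1 and a GloSensor cAMP reporter, 3,000/well, plated overnight, given luciferin plus IBMX (each 0.5 mM as added) for 1 h at 37 °C, then compound for 1 h at 37 °C. Luminescence was read after 15 min at room temperature.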
GLP-1R agonist – qHTS of GLP-1 Receptor Agonists; Glucagon-like peptide 1 receptor (Homo sapiens), P43220; HEK293 GLP-1R CRE-luciferase, luminescence, 4-6 h; cells express a hypersensitive GLP-1R form; Potency, µM (highest dose often 45.6 µM), for the others: at the highest dose activation, most hits filed as activators; 0.007% of 380,000 active; also: potency is read from the fitted curve at half-maximal effect; % of control where 0% means no effect
Target sequence (P43220 whole entry, looked up): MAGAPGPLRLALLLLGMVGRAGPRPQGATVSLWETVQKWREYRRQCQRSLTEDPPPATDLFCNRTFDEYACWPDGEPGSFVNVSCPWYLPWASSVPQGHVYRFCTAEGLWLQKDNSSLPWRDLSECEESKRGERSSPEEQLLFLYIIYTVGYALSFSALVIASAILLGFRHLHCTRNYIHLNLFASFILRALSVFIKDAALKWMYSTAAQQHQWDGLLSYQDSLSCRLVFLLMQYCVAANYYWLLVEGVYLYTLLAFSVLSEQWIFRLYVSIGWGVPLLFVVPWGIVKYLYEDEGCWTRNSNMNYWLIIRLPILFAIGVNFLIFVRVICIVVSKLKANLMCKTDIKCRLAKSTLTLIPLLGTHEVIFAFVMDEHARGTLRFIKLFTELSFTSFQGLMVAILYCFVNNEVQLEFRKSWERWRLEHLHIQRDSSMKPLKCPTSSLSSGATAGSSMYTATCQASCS
HEK293 tox – qHTS of GLP-1 Receptor Inverse Agonists: Cytotox Screen | Potency, µM (titrated, usually from 38.3 µM), without a hit: at the top dose activity change, negative = inhibition, most hits filed as inhibitors | HEK293 cAMP-luciferase reporter cells, luminescence, 24 h | 0.13% of 410,000 active;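 also: loss of luciferase light is scored as toxicity; potency is read from the fitted curve at half-maximal effect; % is scaled to controls: 0 for no effect and ±100 for the full control effect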
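Seeding density was 200 cells/uL; after overnight-length (12 h) culture, 23 nL compounds went on for 24 h at 37 °C. Readout used a luciferase detection reagent, luminescence taken after 12 min at room temperature.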
GLP1R inv ag – qHTS of GLP-1 Receptor Inverse Agonists (Inhibition Mode); HEK293 GLP-1R CRE-luciferase, luminescence, 24 h; GLP-1R form is constitutively active; Potency, µM (series often up to 38.3 µM), for inactives: top-dose activity change, negative = inhibition, actives largely listed as inhibitors; 1.6% of 410,000 active; AID 624417, 2012; also: potency is read from the fitted curve at half-maximal effect; % is scaled to controls: 0 for no effect and ±100 for the full control effect; nearly all actives have a fitted effect of over 55% in size
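Constitutively active GLP-1R drives a cAMP-responsive luciferase in stably transfected HEK293 cells; test compounds are added after overnight (12 h) attachment and left 24 hr, and signal loss in luminescence marks inhibition.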
IL2 activator – qHTS of IL-2 Activators; activation, % (series mostly up to about 46 µM); IL-2 activation reporter assay, cell-based qHTS; stimulated with anti-CD3/CD4/CD28 beads; in transgenic mouse T cells; 0.065% of 360,000 active; in the data active = activation above about 50%; inconclusive = mostly about 30% to 49%; also: 0% is about no effect
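Unstimulated transgenic mouse T cells; 60-min compound exposure; bead-based TCR/CD4/CD28 stimulation; 18 h culture, 37 degrees C; dual fluorescence (EGFP, DsRed) plate cytometry.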
PLK1 PBD block – qHTS for Inhibitors of PLK1-PDB (polo-like kinase 1 - polo-box domain): Primary Screen | Serine/threonine-protein kinase PLK1 (Homo sapiens), P53350 | Plk1 PBD binding of FITC phosphopeptide, fluorescence polarization | Potency, µM, for the others: max response, negative = inhibition, hits mostly inhibitors | 2.8% of 360,000 active | AID 720504, 2013; also: potency is read from the fitted curve at half-maximal effect; series mostly up to about 57 µM; % is scaled to controls: 0 for no effect and ±100 for the full control effect; nearly all actives have a fitted effect of over 65% in size
EPAC1 antagonist – qHTS for Antagonist of cAMP-regulated guanine nucleotide exchange factor 3 (EPAC1): primary screen; Potency, µM (series often up to 115 µM), without a hit: at the highest dose activity change, negative = inhibition, most hits filed as inhibitors; EPAC1 GEF assay, Rap1b-BODIPY-GDP exchange fluorescence; Rap guanine nucleotide exchange factor 3 (Homo sapiens), O95398; 0.14% of 360,000 active;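 also: potency is read from the fitted curve at half-maximal effect; plate controls were vehicle for no effect and positive control for full effect; nearly all actives have a fitted effect of over 50% in size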
PI5P4Ka inh – qHTS for Inhibitors of phosphatidylinositol 5-phosphate 4-kinase (PI5P4K). Phosphatidylinositol 5-phosphate 4-kinase type-2 alpha (Homo sapiens), P48426. PI5P4Kalpha enzyme, ADP-Glo luminescence, 60 min; active compounds read low. max response, %. 1.2% of 330,000 active; active = max response of -50% or lower; inconclusive = between -30% and -50%; inactive = -30% or higher; also: value at the top dose of about 77 µM; % is scaled to controls: 0 for no effect and ±100 for the full control effect
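Single end-point luminescence (ADP-Glo) quantified ADP from PI5P4Kalpha turnover; ATP 5 microM final, 1 h at RT, 0.1% CHAPS and 0.28 mM EGTA in HEPES pH 7.4.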
* = called active by the depositor; i = inactive; ? = inconclusive; . = no result given; [ ] = dose if it differs, or a comment. Unless noted, calls follow the shape of the dose curve; as a rule, active = well fitted curve in the direction sought with a large enough effect; inconclusive = small, poorly fitted or top-dose-only effect, or another doubt; inactive = no such curve, though single readings can be large; an effect the other way counts as inactive or inconclusive. Only part of the results is shown; the hit share may differ from the screen's.

SMILES | EPAC1 ag | PTHR1 agonist | GLP-1R agonist | HEK293 tox | GLP1R inv ag | IL2 activator | PLK1 PBD block | EPAC1 antagonist | PI5P4Ka inh
COc1ccccc1-n1c(SCC(=O)N2CCCCC2)nc(O)c(Cc2ccccc2)c1=O | 7% | i | -3% | -28% | 5% | 0.5 | -3% | -9% | 1
CC(CCc1ccccc1)NC(=O)C(=O)NCCO (configuration not stated) | 8% | i | 3% | 17% | 5% | -1.2 | 3% | 8% | .
CN1C(=O)N(C)C(c2ccccc2Cl)C2=C1CC(C)(C)CC2=O (configuration not stated) | 8% | i | 18% | -8% | 5% | -1.0 | 1% | -6% | -3
COc1cccc(C(=O)NNC(=O)CCC(=O)O)c1 | 9% | -14% | -5% | -9% | -9% | -1.7 | -3% | -18% | 8
CCOC(=O)C(NC(=O)CC)(Nc1ccc(S(N)(=O)=O)cc1)C(F)(F)F (configuration not stated) | -9% | -23% | 1% | 12% | 10% | -2.7 | -9% | -25% | 4
CCc1nnc(NC(=O)CSc2nnc(C(C)NC(=O)c3ccccc3F)n2C)s1 (configuration not stated) | 4% | -57%[inhibitor] | 3% | ? | 9% | -2.4 | -6% | 6% | -6
O=C(CN1CCCCC1)Nc1nc(-c2ccc(F)c(F)c2)cs1 | 1% | -24% | -5% | ? | ? | -0.3 | -5% | -2% | 3
COc1cc([C@H]2OC[C@H]3[C@@H]2CO[C@@H]3c2ccc(O[C@H]3O[C@H](CO)[C@@H](O)[C@H](O)[C@H]3O)c(OC)c2)ccc1O[C@@H]1O[C@H](CO)[C@@H](O)[C@H](O)[C@H]1O | 6% | -41% | -4% | 2% | -8% | 0.4 | -15% | -10% | 13
O=C(CSc1nnc(-c2cccs2)n1-c1ccccc1)Nc1ccccc1 | -6% | -2%[57.5 µM] | 4% | -12% | 0% | 0.3 | -1% | 4% | -14
Cn1c(NC(=O)c2cccc(Cn3cc(Cl)cn3)c2)nc2ccccc21 | -7% | -1%[57.5 µM] | -5% | -11% | 4% | -1.9 | -3% | 10% | .
C=CCSc1nc2c(c(=O)n(C)c(=O)n2C)n1CC | -7% | i | 17% | ? | 0% | -0.8 | -4% | 14% | .
COC(=O)c1sc(-c2ccc(Cl)cc2)cc1N | 13% | -25% | 0% | -8% | 3% | -1.6 | -2% | 10% | 4
Cn1c(N)c(C(=O)CSc2nnc(-c3cccs3)n2C2CC2)c(=O)[nH]c1=O | -8% | -20% | 0% | -7% | -18% | 5.0 | -2% | -4% | -5
Cc1ccc(NC(=O)CSc2nccc(=O)[nH]2)c(S(=O)(=O)N2CCOCC2)c1 | -2% | -2%[57.5 µM] | 3% | 16% | 12% | 0.7 | -11% | 13% | -5
COc1ccc([C@H]2CC(=O)C=C(c3ccc(C(=O)O)cc3)C2)cc1OC | -2% | ? | -2% | 2% | 57%[activator] | -0.1 | 1% | 8% | -2
CCN(CC)S(=O)(=O)c1cccc(C(=O)N[C@H](C(=O)O)C(C)C)c1 | -7% | i | -6% | -18% | 10% | -4.2 | 2% | 17% | 3
O=C(N1CCN(c2ccccc2)CC1)C(F)(F)C(F)F | -1% | -5% | -10% | -11% | 5% | -1.5 | -8% | 7% | .
O=C(NNC(=O)c1ccccc1Cl)c1ccco1 | 13% | i | 10% | 4% | -3% | 0.8 | -12% | 9% | 2
CCCCNC(=O)C1CCCN1S(=O)(=O)c1cccc2nsnc12 (configuration not stated) | 7% | i | 11% | 4% | 30% | -2.6 | -13% | -11% | -1
CCN1CCN(c2c(C(=O)c3ccc(OC)cc3)cnc3ccccc23)CC1 | 13% | -5% | -3% | -4% | 12% | -3.5 | 3% | -2% | -6
Cc1nn(C)c(N)c1-c1ccccc1 | -3% | -14% | -1% | -7% | 10% | -1.9 | -7% | 7% | 0
O=C(c1cccc(O)c1)N1CCN(C(=O)C2CC2)CC1 | 13% | i | -12% | -6% | 21% | -1.2 | -7% | 9% | -6
Cc1cnnc2c1-c1nonc1CC2 | -7% | i | -3% | 12% | -9% | -5.2 | -3% | -8% | -3
COC(=O)CC1C(=O)NCCN1C(=O)CSc1nnc(Nc2ccc(C)cc2)s1 (configuration not stated) | 5% | -19%[57.5 µM] | -8% | -17% | -5% | -0.4 | -10% | 4% | 0

Sorted by molar mass (lowest first): some entries from above
SMILES | EPAC1 ag | PTHR1 agonist | GLP-1R agonist | HEK293 tox | GLP1R inv ag | IL2 activator | PLK1 PBD block | EPAC1 antagonist | PI5P4Ka inh
O=C(NNC(=O)c1ccccc1Cl)c1ccco1 | 13% | i | 10% | 4% | -3% | 0.8 | -12% | 9% | 2
O=C(N1CCN(c2ccccc2)CC1)C(F)(F)C(F)F | -1% | -5% | -10% | -11% | 5% | -1.5 | -8% | 7% | .
CCN1CCN(c2c(C(=O)c3ccc(OC)cc3)cnc3ccccc23)CC1 | 13% | -5% | -3% | -4% | 12% | -3.5 | 3% | -2% | -6

The results go on:
SMILES | EPAC1 ag | PTHR1 agonist | GLP-1R agonist | HEK293 tox | GLP1R inv ag | IL2 activator | PLK1 PBD block | EPAC1 antagonist | PI5P4Ka inh
Cc1ccc(NC(=O)N2CCCC2C(=O)NCc2ccccc2Cl)cc1 (configuration not stated) | -8% | i | 4% | -14% | 10% | 1.0 | -7% | -6% | 2
Cc1ccc(NC(=O)COC(=O)/C(=C/c2cccs2)c2cccs2)cc1S(=O)(=O)N(C)C | 7% | -14% | -4% | 6% | 0% | -5.7 | -7% | -6% | -6
COc1ccccc1N1CCN(C(=O)CSc2nnc3c4ccccc4n(CC(=O)O)c3n2)CC1 | -4% | -10% | -6% | 8% | 17% | -3.2 | -4% | 16% | -1
COc1ccc(C(=O)Nc2c(-c3ccccc3)nc3ccccn23)c(OC)c1 | 6% | -17% | 11% | 1% | 1% | -2.3 | -9% | 9% | 0
O=C(COC(=O)Cc1ccc(F)cc1)NC(=O)c1ccccc1 | -3% | i | 2% | 8% | 10% | 0.2 | -1% | 5% | -1
CC(C)CC(=O)Nc1ccc2nn(-c3ccccc3)nc2c1 | -7% | -43%[inhibitor] | 1% | 4% | ? | 2.2 | -8% | -1% | 10
Cc1cccc(C)c1N1C(=O)C(Cl)=C(N2CCCC2)C1=O | 1% | -4% | 9% | 4% | ? | -0.4 | -2% | 12% | 0
O=C(Nc1nnc(SCC(=O)N2CCOCC2)s1)C1CC(=O)N(c2ccccc2)C1 (configuration not stated) | 4% | 11% | 3% | 1% | 0% | -0.3 | -19% | -6% | ?
O=C(Oc1ccc2[nH]cc(CCN3C(=O)c4ccccc4C3=O)c2c1)c1ccco1 | 18% | -22%[57.5 µM] | 15% | -29% | 0% | 0.7 | -5% | -3% | .
COc1ccc(Cc2c(-c3ccc(C)cc3)nc3cc(C)c(Br)c(C)n23)c(C)c1 | 3% | -12% | 1% | 1% | ? | 1.9 | -9% | 7% | 19
CC(C)C(=O)NCCn1ccc2ccccc21 | 5% | i | 4% | 10% | -13% | 0.1 | -9% | -23% | 1
O=C(Nc1cc(S(=O)(=O)N2CCOCC2)ccc1N1CCOCC1)C1CCCO1 (configuration not stated) | -3% | i | -8% | -3% | 2% | -1.6 | -5% | 5% | -7
CN(C)c1ccc(C(=S)N2CCCCCC2)cc1 | 8% | -79%[inhibitor] | 24% | 5% | 0% | -0.4 | ? | -6% | .
CSCC[C@H](NC(=O)N1C[C@H]2C[C@@H](C1)c1cccc(=O)n1C2)C(=O)Nc1ccc(NC(C)=O)cc1 | -13% | -14% | -3% | 0% | 11% | 0.5 | -23% | -10% | 2
CC(c1nnc(SCC(=O)N2CCc3ccccc32)n1-c1ccc(Cl)cc1)N(C)C (configuration not stated) | 6% | -5%[57.5 µM] | -5% | -3% | -18% | -0.4 | -8% | 3% | 3
CCc1cc2c(SCC(=O)Nc3ccc(NC(C)=O)cc3)ncnc2s1 | -14% | i | 18% | -2% | 11% | 0.4 | 7% | -19% | -3
O=C(COC(=O)c1cnc(Cl)c(Cl)c1)NC1CC1 | 2% | -1% | -11% | -2% | 10% | -2.2 | -2% | -10% | 6
CC1CCCCC1NC(=O)C1CCC(CNS(=O)(=O)c2ccc(F)cc2)CC1 (configuration not stated) | 5% | -8% | 0% | 14% | 22% | -1.8 | 1% | -5% | -8
CSc1ccccc1C(=O)N1CCOCC1 | 0% | -16%[57.5 µM] | 1% | 18% | -2% | -0.6 | -9% | -1% | -1
CCOC(=O)CCc1c(C(=O)OCC)[nH]c(CC)c1C(=O)OCc1ccccc1 | 5% | i | 11% | -19% | ? | -0.9 | 1% | -1% | -4
COc1ccc(CN2CCC(n3nccc3NC(=O)C3CC3)CC2)cc1O | -4% | -5% | -4% | -8% | 7% | -0.4 | -4% | -14% | 1
Cn1c(=O)cc(SCC(=O)NCC2COc3ccccc3O2)c2ccccc21 (configuration not stated) | 6% | i | 1% | 0% | -3% | 1.2 | -6% | 15% | .
C/C(=N\O)C1CC(CC(=O)O)C1(C)C (configuration not stated) | 12% | -13% | -3% | 13% | 4% | -0.2 | -7% | -3% | -3
CC1(C)CC(C)(O)P(=O)(c2ccccc2)O1 (configuration not stated) | 2% | i | 1% | 9% | 2% | -2.0 | -8% | -5% | 1

Bioassay records (PubChem BioAssay)
